CYP2C9 inh: blockers of cytochrome P450 2C9 activity – biochemical, luminescence, ADME assay, primary screen | CYP2C9 Supersomes, luciferin-H conversion | hit rate 20% among 96,000 | P11712 | inhibition, % at 5 µM;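 active = blocking of liver enzyme CYP2C9 beyond about 50% at 5 µM, limit read from the data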; also: values of inactives mirror those of a sister screen read the other way
Target sequence (P11712 whole entry, looked up): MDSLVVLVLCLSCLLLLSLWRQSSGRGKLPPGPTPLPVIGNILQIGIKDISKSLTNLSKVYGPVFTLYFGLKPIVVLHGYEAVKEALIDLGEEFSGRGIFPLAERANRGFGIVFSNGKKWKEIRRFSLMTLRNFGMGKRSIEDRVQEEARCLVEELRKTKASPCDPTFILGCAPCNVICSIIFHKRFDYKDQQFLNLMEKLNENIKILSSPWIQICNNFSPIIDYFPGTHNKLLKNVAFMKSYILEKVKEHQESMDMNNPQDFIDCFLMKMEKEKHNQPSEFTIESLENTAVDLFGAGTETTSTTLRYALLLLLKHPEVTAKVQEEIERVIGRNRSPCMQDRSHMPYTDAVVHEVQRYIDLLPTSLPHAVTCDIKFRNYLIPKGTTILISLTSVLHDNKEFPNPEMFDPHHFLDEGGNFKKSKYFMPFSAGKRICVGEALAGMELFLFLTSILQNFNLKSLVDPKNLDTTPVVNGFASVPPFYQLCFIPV
PLAP activator: PLAP enzyme activators, biochemical, luminescence, HTS; activation fold at 20 µM; AID 696, 2007; purified PLAP enzyme, luminescent substrate read-out; stronger effect = higher value; Alkaline phosphatase, placental type (Homo sapiens), P05187; hit rate 1.2% among 96,000; in the data active = activation fold above about 2
Target sequence (P05187 whole entry, looked up): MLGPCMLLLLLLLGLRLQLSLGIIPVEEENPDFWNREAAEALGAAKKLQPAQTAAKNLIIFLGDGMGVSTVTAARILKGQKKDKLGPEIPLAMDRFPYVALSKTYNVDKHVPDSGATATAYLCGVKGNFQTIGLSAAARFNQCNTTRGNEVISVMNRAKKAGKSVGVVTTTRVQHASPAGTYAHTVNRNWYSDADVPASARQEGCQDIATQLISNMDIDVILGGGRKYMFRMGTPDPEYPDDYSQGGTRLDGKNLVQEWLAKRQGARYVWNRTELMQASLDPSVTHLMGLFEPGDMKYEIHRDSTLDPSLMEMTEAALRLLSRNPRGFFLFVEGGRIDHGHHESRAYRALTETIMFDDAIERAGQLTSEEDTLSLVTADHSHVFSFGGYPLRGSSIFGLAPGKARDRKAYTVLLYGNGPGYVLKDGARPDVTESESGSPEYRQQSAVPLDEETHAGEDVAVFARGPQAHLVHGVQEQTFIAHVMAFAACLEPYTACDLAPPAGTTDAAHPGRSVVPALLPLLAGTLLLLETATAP
E coli WT exp: growth inhibitors of wild-type E. coli, primary screen, strain BW25113, expanded library, OD600; OD600 absorbance; growth inhibition, % at 100 µM; hit rate 0.15% among 98,000; AID 710, 2007;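 active = growth inhibition above about 50% at one test dose, limit read from the data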;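 also: growth measured after 20 h incubation at 37 °C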
EphB4 ephrin blk: EphB4-ephrin-B2 interaction antagonists, primary screen, biochemical, TNYL-RAW peptide probe, fluorescence polarization | Ephrin type-B receptor 4 (Homo sapiens), P54760 | EphB4 LBD / TNYL-RAW-Alexa532 peptide | inhibition, % at 7 µM | hit rate 0.15% among 97,000;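 active = inhibition above the screen-wide mean inhibition plus 3 SD, cut at about 15% in these data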;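 also: 0% = DMSO wells and 100% = excess unlabeled TNYL-RAW peptide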
CYP2C19 activ: human CYP2C19 activators, primary screen, biochemical, luminescence; Cytochrome P450 2C19 (Homo sapiens), P33261; recombinant CYP2C19, luciferin-H EGE luminescence; stronger effect = higher value; 0 = fully inhibited enzyme, 1 = untreated enzyme; activation factor at 5 µM; 96,000 tested, under 10 active; AID 1025, 2008;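 active = activation factor of at least 2 at 5 µM in the primary screen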;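 also: 0 = wells with 2.5 mM tranylcypromine and 1 = vehicle-only wells; values of inactives mirror those of a sister screen read the other way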
Pyk2 oligo antag: antagonists of Pyk2 self-association, primary screen, Q293 cells, FERM NanoBiT luminescence, HTS; hit rate 0.83% among 99,000; stronger effect = lower value; Protein-tyrosine kinase 2-beta (Homo sapiens), Q14289; z-score (the deposit names both 25 µM and 10 µM);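 active = Z-score of -3 or lower, scaled per plate to the spread of control and sample wells; inactive = z-score above -3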;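 also: negative z-score means lost luminescence so less FERM oligomerization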
CYP2C9 act: human CYP2C9 activators, primary screen, biochemical, luminescence; Cytochrome P450 2C9 (Homo sapiens), P11712; recombinant CYP2C9, luciferin-H conversion; stronger effect = higher value; factor 1 = untreated enzyme, 0 = blocked; activation factor at 5 µM; hit rate 1.4% among 96,000; AID 1024, 2008;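 active = activation factor of 2 or more for CYP2C9 at a 5 µM dose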;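 also: 0 = sulfaphenazole-blocked wells and 1 = vehicle-only wells; values of inactives mirror those of a sister screen read the other way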
PostGolgi yeast: phenotypic screen on post-Golgi transport, primary screen | inhibition, % at 10 µM | post-Golgi transport phenotypic cell assay | hit rate 0.9% among 98,000; in the data active = inhibition above about 30%;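 also: yeast cells grown in 1536-well plates; yeast grown about 18 h at 30C before absorbance read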
CYP2C19 inhib: blockers of cytochrome P450 2C19 activity – biochemical, luminescence, ADME assay, primary screen | P33261 | CYP2C19 Supersomes, luciferin-H EGE luminescence, 30 min | inhibition, % at 5 µM | hit rate 21% among 96,000 | AID 778, 2007;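 active = CYP2C19 inhibition above a set limit at 5 µM in the primary screen, cut at about 50% in these data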;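 also: plate controls were negative control wells for no effect and 2.5 mM tranylcypromine positive control for full effect; values of inactives mirror those of a sister screen read the other way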
The depositor's hits bear a star; x = not tested or not shown.

SMILES	CYP2C9 inh	PLAP activator	E coli WT exp	EphB4 ephrin blk	CYP2C19 activ	Pyk2 oligo antag	CYP2C9 act	PostGolgi yeast	CYP2C19 inhib
O=C(NCc1ccco1)c1cnn2c(C(F)F)cc(-c3ccccc3)nc12	57.8*	0.8	-8.0	-1.7	1	-0.62	0.4	21.3	1.4
COc1cc2c(cc1OC)C(c1cccc([N+](=O)[O-])c1)N(C(=O)c1ccc(F)cc1)CC2 (stereo not drawn)	65.3*	1.4	-13.0	5.5	0.2	-0.97	0.3	-0.5	81.2*
Cn1nnnc1SCC(=O)Nc1nc(-c2ccccc2)c(-c2ccccc2)o1	-6.7	1	-1.0	-7.6	1	-0.77	1.1	5.2	-1.3
COc1ccccc1C(=O)N1CCN(C2CCN(Cc3ccccc3)CC2)CC1	-8.3	1.4	-5.0	2.0	0.9	0.41	1.1	1.2	11.7
O=C(Cn1cnc2c(nnn2-c2ccccc2)c1=O)N1CCCc2ccccc21	26.9	1	1.0	x	0.8	x	0.7	1.6	17.5
O=S(=O)(N/N=C\c1c(F)cccc1Cl)c1ccc(Cl)cc1	63.9*	0.9	1.0	2.9	0.2	0.85	0.4	-4.9	81.0*
CCOC(=O)c1nnn(-c2nonc2N)c1CSc1ccccc1	49.2	0.8	3.0	1.4	0.8	0.39	0.5	-6.3	15.9
COc1ccc(N2CCN(C(=O)CSc3nnc(Cn4nnc5ccccc54)n3C)CC2)cc1	33.9	1.5	5.0	-8.7	0.8	-0.8	0.7	-6.8	15.4
O=C1/C(=C/c2ccc([N+](=O)[O-])cc2)C=C(c2ccccc2)N1c1ccccc1	12.6	0.9	-18.0	4.4	0.9	-0.2	0.9	-3.1	6.0
CC(C)(C)c1ccc(C(=O)NCCC(=O)N2CCN(c3ncccn3)CC2)cc1	16.8	1.4	-1.0	-1.4	1.1	-0.19	0.8	-3.4	-13.7
CSCCC(NS(=O)(=O)c1ccc(Cl)cc1)C(=O)OCC(=O)N1CCOCC1 (stereo not drawn)	x	x	-16.0	-4.7	x	1.44	x	-4.1	x
CN1C2C=C3C(C#N)=C(N)C(C#N)(C#N)[C@@H](c4ccsc4)[C@@H]3C1CC2 (stereo partly drawn)	11.6	1.4	-5.0	-1.2	1	x	0.9	9.4	-1.5
COc1ccc(C(=O)Nc2ccc3oc(Cc4ccc(Cl)cc4)nc3c2)cc1OC	20.6	1.5	5.0	3.5	0.9	x	0.8	1.4	9.9
Cc1cc(C)cc(Nc2cc(=O)n(C3CCCCC3)c(=O)[nH]2)c1	33.2	0.9	-14.0	-2.9	0.8	-1.04	0.7	3.8	16.1
COCC(=O)NC(c1ccccc1)c1ccccc1	-3.6	0.9	1.0	4.1	1	-0.46	1	-3.4	-1.1
C(=C\c1cc(/C=C/c2ccccc2)ncn1)/c1ccccc1	-4.3	1.1	-5.0	0.5	1.1	0.05	1	13.3	-12.4
Cc1ccc(C)c2c3c([nH]c12)-c1nonc1CC3	5.2	0.8	2.0	-4.4	0.8	0.32	0.9	4.2	17.1
Cc1ncc(S(=O)(=O)c2ccc(Cl)cc2)c(-c2ccccc2)n1	45.7	0.8	-2.0	-4.6	0.6	-1.15	0.5	3.4	37.1
CC1CCN(S(=O)(=O)c2ccc3c(c2)oc(=O)n3CC(=O)NCc2ccc3c(c2)OCO3)CC1	48.5	1.4	-10.0	4.3	0.6	x	0.5	2.2	38.0
CCOc1ccccc1N1CCN(S(=O)(=O)c2ccc3c4c(cccc24)C(=O)N3)CC1	73.4*	0.9	-7.0	-8.2	0.1	-1.33	0.3	-6.5	90.9*
CC1=C(C(=O)OCc2ccccc2)C(c2cccnc2)c2c(n(C)c(=O)n(C)c2=O)N1 (stereo not drawn)	59.6*	1.5	-2.0	-9.2	0.1	-0.03	0.4	-1.8	93.6*
COc1ccc(OC)c(C(c2nnnn2CC2CCCO2)N2CCN(C)CC2)c1 (stereo not drawn)	-7.4	0.9	-2.0	-2.2	0.9	0.07	1.1	7.2	6.9
CC1CCN(S(=O)(=O)c2ccc(NC(=O)CSc3nnnn3C)cc2)CC1	-0.6	1	0.0	-4.4	1	-0.31	1	-12.7	-2.2
Cc1ncoc1C(=O)Nc1ccccc1C(N)=O	1.0	1.2	13.0	-0.8	1	0.49	1	-0.9	3.3
CC(C)N(C(=O)CN1C(=O)NC2(CCCCCC2)C1=O)C(C)C	-10.4	1	5.0	-4.0	1.1	1.84	1.1	1.9	-5.8
Cc1ccccc1CNCc1cccnc1	15.9	0.9	3.0	1.7	1	-0.09	0.8	0.2	-0.6
CCCN1C2CCCC1CC(NC(=O)NC1CCCCC1)C2 (stereo not drawn)	-9.7	0.7	4.0	1.1	1	0.01	1.1	7.8	-3.5
Cc1ccc(-c2cc(-c3ccccc3Cl)[nH]n2)c(O)c1	22.0	1.2	13.0	-8.3	0.8	-0.42	0.8	-15.3	21.6
CC(C)c1ccc(C2NC(C(=O)O)CS2)cc1 (stereo not drawn)	8.5	2*	-1.0	3.9	1	0.59	0.9	20.9	-2.6
CC(C)C(c1nnnn1Cc1ccco1)N1CCN(c2cccc(Cl)c2)CC1 (stereo not drawn)	69.7*	1.3	-9.0	-4.8	0.2	-0.51	0.3	2.0	81.4*
Cc1cccc(C)c1NC(=S)NN(Cc1ccccc1)c1ccccc1	10.1	0.8	2.0	-7.5	0.6	0.19	0.9	-3.5	44.7
COc1ccc(Nc2nc(N)nc(CSc3n[nH]c(-c4ccccc4)n3)n2)cc1	38.2	1	4.0	-1.7	0.7	-1.32	0.6	-2.2	27.3
COC(=O)c1[nH]c2cc(OC)ccc2c1NC(=O)CCN1CCCC(C)(C)C1	0.8	1.5	2.0	3.0	1	0.45	1	-6.4	-3.6
CCOc1ccccc1C(=O)Nc1nccs1	4.4	0.8	-3.0	-11.6	0.9	0.2	1	13.2	11.1
CCC(=O)Nc1nc2ccccc2n1Cc1ccc(C)cc1	33.0	1.4	4.0	-4.5	0.2	-0.29	0.7	-4.2	81.0*
COc1cnc(-c2ccccc2)nc1Oc1ccccc1C	4.1	1	-3.0	-0.5	0.7	-0.81	1	-2.7	25.6
CCCCOC(=O)Nc1sc2c(c1C(=O)OC)CCC2	-22.7	1	x	x	1.2	-0.1	1.2	x	-19.6
CCOC(=O)C1CCN(C(=O)c2cn(C)c(=O)c3cc(OC)c(OC)cc23)CC1	x	x	-4.0	1.3	x	1.04	x	6.2	x
O=C(CN1C(=O)c2ccccc2C1=O)Nc1ccccc1C(=O)NC1CCCCC1	65.3*	0.7	-2.0	1.1	1	0.57	0.3	4.5	-4.2
COc1cccc2c(=O)n(CC(=O)N3CCc4ccccc43)ccc12	-2.8	0.9	-6.0	8.5	1.1	x	1	9.9	-5.3

Some of the entries so far, field by field.
> Cc1ccccc1CNCc1cccnc1
  CYP2C9 inh = 15.9
  PLAP activator = 0.9
  E coli WT exp = 3.0
  EphB4 ephrin blk = 1.7
  CYP2C19 activ = 1
  Pyk2 oligo antag = -0.09
  CYP2C9 act = 0.8
  PostGolgi yeast = 0.2
  CYP2C19 inhib = -0.6
> CC(C)c1ccc(C2NC(C(=O)O)CS2)cc1 (stereo not drawn)
  CYP2C9 inh = 8.5
  PLAP activator = 2*
  E coli WT exp = -1.0
  EphB4 ephrin blk = 3.9
  CYP2C19 activ = 1
  Pyk2 oligo antag = 0.59
  CYP2C9 act = 0.9
  PostGolgi yeast = 20.9
  CYP2C19 inhib = -2.6
> Cc1ncoc1C(=O)Nc1ccccc1C(N)=O
  CYP2C9 inh = 1.0
  PLAP activator = 1.2
  E coli WT exp = 13.0
  EphB4 ephrin blk = -0.8
  CYP2C19 activ = 1
  Pyk2 oligo antag = 0.49
  CYP2C9 act = 1
  PostGolgi yeast = -0.9
  CYP2C19 inhib = 3.3
> CCCCOC(=O)Nc1sc2c(c1C(=O)OC)CCC2
  CYP2C9 inh = -22.7
  PLAP activator = 1
  E coli WT exp = x
  EphB4 ephrin blk = x
  CYP2C19 activ = 1.2
  Pyk2 oligo antag = -0.1
  CYP2C9 act = 1.2
  PostGolgi yeast = x
  CYP2C19 inhib = -19.6

Carrying on.
SMILES	CYP2C9 inh	PLAP activator	E coli WT exp	EphB4 ephrin blk	CYP2C19 activ	Pyk2 oligo antag	CYP2C9 act	PostGolgi yeast	CYP2C19 inhib
Cc1nn(C(C)(C)C)c(OC(=O)c2cccs2)c1Sc1ccccc1	65.1*	1.2	-5.0	1.6	0.7	-1.99	0.3	-8.0	33.2
CCCNC(=O)c1ccccc1C(=O)NCCC	6.8	0.8	6.0	-1.2	1.1	0.26	0.9	-10.2	-5.2
CC(C)(C)C(=O)C(Cc1ccccc1Cl)n1cncn1 (stereo not drawn)	12.1	1.3	4.0	0.8	0.4	-0.01	0.9	99.4*	59.5*
COc1ccc(C(=O)N2CCN(C3CCC(c4ccccc4)CC3)CC2)cc1OC (stereo not drawn)	-51.9	1.6	-2.0	5.0	0.7	-0.55	1.5	-4.6	27.5
CN(C)c1ccc(C2N3CC4(C)CN2CC(C)(C3)C4O)cc1 (stereo not drawn)	-6.4	1	-3.0	-12.2	1	x	1.1	-1.4	1.3
c1ccc2sc(Cc3nnc4n3CCCCC4)nc2c1	-10.1	0.9	-3.0	x	0.8	-0.16	1.1	-1.6	16.5
COC(=O)c1cccc(S(=O)(=O)N2CCC(n3nnc4cc(F)ccc43)CC2)c1	-10.9	1.2	-16.0	-5.0	0.5	1.83	1.1	-3.7	45.6
Cc1cccc(-c2noc(CCC(=O)NCc3ccco3)n2)c1	33.9	0.9	6.0	-5.8	0.8	0.27	0.7	-2.1	15.1
Nc1ccc(S(=O)(=O)c2cccc(N)c2)cc1	-142.3	1	4.0	4.4	0.8	1.14	2.4*	0.5	15.1
Cc1cc(C)cc(NC(=O)Nc2ccc3c(c2)N(C)C(=O)CS3)c1	10.2	0.9	-13.0	1.2	1	x	0.9	-11.8	0.6
O=C(Nc1ccc(Cl)cc1)N1CCC(c2nc(-c3ccccc3Cl)no2)CC1	5.2	1.2	-22.0	1.5	1	-0.19	0.9	10.8	0.2
O=C(COc1ccccc1)Nc1nn[nH]n1	7.0	1	-4.0	1.1	1	-0.74	0.9	7.0	-3.3
Cc1ccc(C)c(NC(=O)c2sc(Cl)nc2-c2ccccc2)c1	39.1	0.9	-9.0	-3.2	0.6	0.32	0.6	2.7	44.9
O=C(CCNc1cccc(Cl)c1)c1ccco1	36.4	0.9	-3.0	x	0.2	0.01	0.6	6.3	84.9*
NC(=O)CSc1nnc2n(-c3ccccc3)c(=O)c3c4c(sc3n12)CCCCC4	21.4	1.4	0.0	x	0.6	-0.3	0.8	-2.6	35.3
COC(=O)c1cncc(O)c1	-22.8	0.9	2.0	-3.9	0.9	0.63	1.2	-0.5	6.0
COc1ccc(CCNc2oc(-c3ccc(OC)c(OC)c3)nc2C#N)cc1	53.0*	0.8	-9.0	-4.5	0.5	-1.69	0.5	-1.6	52.1*
c1ccc2c(c1)CCN(c1nc3cc4c(cc3s1)OCO4)C2	3.4	1	-9.0	-6.0	1	1.8	1	0.5	-0.3
Cc1nc2ccccc2nc(C)c1=NO	13.3	0.9	-1.0	3.5	0.9	-0.81	0.9	1.0	5.6
Cc1noc(NS(=O)(=O)c2ccc(NC(=O)CSc3nnc(-c4ccccc4)n3C3CCCCC3)cc2)c1C	31.6	1.5	6.0	0.5	0.8	-0.36	0.7	-5.9	17.5
CCOc1cc(N2CCOCC2)c(OCC)cc1NC(=O)C(NC(=O)c1ccco1)C(C)C (stereo not drawn)	-1.5	1.4	2.0	x	0.9	0.37	1	-6.0	9.7

Screening results from PubChem.
